Source: PubChem BioAssay (National Center for Advancing Translational Sciences (NCATS))
Nrf2 inh: inhibitors of Nrf2 signaling; A549 ARE-Fluc reporter, luciferase luminescence, 18-24 h; Potency, µM (highest dose often 46 µM), for the others: at the highest dose activity change, negative = inhibition, hits mostly inhibitors; 2.1% of 360,000 active; also: potency is read from the fitted curve at half-maximal effect; % is scaled to controls: 0 for no effect and ±100 for the full control effect; nearly all actives have a fitted effect of over 60% in size
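In this cell-based qHTS, ARE-driven firefly luciferase in A549 cells reports Nrf2 activity; the luminescent signal after BugLite lysis is the measured value, with a prior CellTiter-Fluor read for cell health.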
Nrf2 activator: activates Nrf2 signaling; AREc32 ARE-luciferase reporter (MCF7-derived line), luminescence, 24 h; Potency, µM (series often up to 46.1 µM), for inactives: at the highest dose activation, usual class: activators; 0.31% of 410,000 active; also: potency is read from the fitted curve at half-maximal effect; % of control where 0% means no effect; nearly all actives have a fitted effect of over 65% in size
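Luciferase luminescence (Steady-Glo, 30 min at room temperature) served as the read-out of ARE activation in AREc32 cells treated with compounds for 24 hr at 37 deg C.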
IL1B secr inh: inhibitors of inflammasome signaling (IL-1 beta secretion). activity change, % at 57.5 µM. THP-1 LPS/ATP IL-1B secretion, AlphaLISA, 16 h; hits give low values. 4.7% of 360,000 active; in the data active = activity change below about -50%; inconclusive = mostly about -30% to -49%; also: % is scaled to controls: 0 for no effect and ±100 for the full control effect
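THP-1 cells pretreated 1 hr with compounds (up to 57.5 uM final), then stimulated with LPS (250 ng/mL final) plus ATP (1.25 mM final); secreted IL-1B measured by AlphaLISA after 16 hr, decreased signal indicating inhibition.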
MCF10A rereplic: DNA re-replication induction in MCF 10a cells | 2.9% of 350,000 active | MCF 10A DNA re-replication, Hoechst nuclear intensity, 48 h | Potency, µM (highest dose often 46.1 µM), without a hit: at the top dose activity, positive = re-replication, most hits filed as activators; also: potency is read from the fitted curve at half-maximal effect; % of control where 0% means no effect; nearly all actives have a fitted effect of over 50% in size
ATXN viability: reduces viability in counter-screen for ATXN expression inhibitors. Potency, µM (top dose mostly 56.7 µM), most hits filed as cytotoxic. AID 651635. S2 cells (HEK-293 line with an ATXN2-luciferase reporter) viability, CellTiter-Fluor protease fluorescence, 24 h. 0.49% of 400,000 active; also: potency is read from the fitted curve at half-maximal effect; nearly all actives have a fitted effect of over 40% in size
A549 tox: kills or reduces viability of A549 cells in Nrf2 counter-screen | Potency, µM (top dose mostly 46 µM), for inactives: at the highest dose activity change, negative = cytotoxicity, usual class: inhibitors | A549 ARE-Fluc cells, CellTiter-Fluor viability, 18-24 h | 0.16% of 390,000 active; also: potency is read from the fitted curve at half-maximal effect; % is scaled to controls: 0 for no effect and ±100 for the full control effect
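A549 ARE-Fluc cells in 5% FBS OPTI-MEM, 5000 cells/well, rested 2 h then exposed to compounds in concentration-response for 18-24 h at 37 °C. Viability by CellTiter-Fluor fluorescence (Ex 405/Em 525) after 30 min; luciferase luminescence (BugLite, 15 min, RT) read afterwards.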
ATXN2 expr inh: inhibitors of ATXN2 expression. HEK-293 ATXN2-luciferase reporter, luminescence, 24 h. Potency, µM (highest dose often 57 µM), for the others: top-dose activity change, negative = inhibition, usual class: inhibitors. 0.72% of 360,000 active. AID 1745845; also: potency is read from the fitted curve at half-maximal effect; % is scaled to controls: 0 for no effect and ±100 for the full control effect; nearly all actives have a fitted effect of over 55% in size
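ATXN2-luciferase reporter cells (luciferase flanked by upstream and downstream ATXN2 gene portions) were treated 24 h at 37 °C with compounds at up to 57 uM. SteadyGlo luminescence gave expression; GF-AFC fluorescence gave viability.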
HepG2 viability: HepG2 cytotoxicity, counter-screen for TGF-b inhibitors; Potency, µM (doses to about 46.1 µM), inactives show top-dose activity change, negative = cytotoxicity, most hits filed as cytotoxic; 0.76% of 410,000 active; HepG2 CAGA-GFP viability, ATP luminescence, 18 h; also: potency is read from the fitted curve at half-maximal effect; some results filed as inactive show a strong effect at the top dose
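CellTiter-Glo luminescence gave cytotoxicity after 18 hours at 37 degrees C. The cells were HepG2 CAGA-GFP in 1% FBS DMEM, stimulated with 500 pg/mL TGF-beta after compound addition. %Activity was normalised to no-cell wells (complete cell-killing) and DMSO (no toxicity), and curves were fitted and classified.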
TGFb inhibitor: inhibitors of TGF-b signaling | Potency, µM (top dose mostly 46.1 µM), for inactives: at the top dose activity, negative = inhibition, most hits filed as inhibitors | AID 588855 | HepG2 CAGA-GFP TGF-b/SMAD3 reporter, GFP fluorescence, 18 h; TGF-beta stimulated, 500 pg/mL final | 1.2% of 410,000 active; also: potency is read from the fitted curve at half-maximal effect; % is scaled to controls: 0 for no effect and ±100 for the full control effect; nearly all actives have a fitted effect of over 65% in size
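Per well, imaged GFP fluorescence of HEPG2 CAGA-GFP cells gives the signal; cells get compound, then TGF-beta (500 pg/mL final), 18 h at 37 degrees C; %Activity versus -TGF-beta and +DMSO controls.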
Active calls of the source: *; i = inactive; ? = inconclusive; / = not tested or not shown; [ ] = dose if it differs, or a comment. Unless noted, calls follow the shape of the dose curve; as a rule, active = well fitted curve in the direction sought with a large enough effect; inconclusive = small, poorly fitted or top-dose-only effect, or another doubt; inactive = no such curve, though single readings can be large; an effect the other way counts as inactive or inconclusive. Outcome played no part in choosing rows, and some 8.8% of all compounds hit somewhere here.

SMILES	Nrf2 inh	Nrf2 activator	IL1B secr inh	MCF10A rereplic	ATXN viability	A549 tox	ATXN2 expr inh	HepG2 viability	TGFb inhibitor
CCCn1nnnc1NCc1ccc(C(C)C)cc1	-13%	-0.7%	11	-6%	i	2%	1%	9%	15%
C[C@H](CO)N1C[C@H](C)[C@@H](CN(C)Cc2ccc(Cl)c(Cl)c2)Oc2ccc(NC(=O)Cn3cnnn3)cc2C1=O	3%	-0.5%	-7	3%	i	7%	-1%	-1%	20%
COc1cccc(/C=C/C(=O)OCC(=O)N2CCN(c3ccccc3)CC2)c1	-6%	7.2%	-26	5%	i	2%	-5%	-22%	-2%
CCCc1[nH]nc2c1C(c1cccc(OC)c1)C(C#N)=C(N)O2 (stereo not given)	-2%	-0.4%	-16	16%	i	-6%	4%	-4%	-4%
Brc1ccccc1-n1nnc(-c2ccnc3ccccc23)n1	6%	15%	20	1%	i	-5%	9%	13%	-7%
COc1cc(CNCCNC(=O)c2cccs2)cc(OC)c1OC	5%	-0.8%	22	-10%	i	0%	-11%	5%	16%
COc1ccccc1N(CC(=O)NC1CCCCC1)S(=O)(=O)c1cccs1	1%	0.4%	2	4%	i	-10%	/	5%	-15%
C=CCNC(=O)C1CC(=O)N(c2ccc(Br)cc2)C1 (stereo not given)	11%	2.8%	2	1%	i	-7%	0%	-15%	?
CC(=O)C(Sc1ccc2nnc(-c3cccnc3)n2n1)C(C)=O	-16%	-0.2%	-10	?	i	-7%	/	8%	13%
CC1(C(=O)Nc2ccc3c(c2)OCCO3)CCC(=O)N1C1CC1 (stereo not given)	/	-1.0%	24	/	i	/	8%	-50%	-3%
O=c1[nH]c(S)c(/C=C2\C=Nc3ccccc32)s1	-4%	16%	0	1%	?	-19%	-19%	-29%	-14%
CC(=O)N1CCC(N2CCN(Cc3ccc(C)cc3)C(CCO)C2)CC1 (stereo not given)	3%	-0.5%	2	-1%	i	9%	-6%	-15%	?
Cc1cccc(NC(=O)CN2C(=O)N/C(=C/c3ccc(C)s3)C2=O)c1	24%	2.8%	-11	-3%	i	-7%	-12%	-12%	15%
Cn1c(COc2ccccc2)nnc1SCC(=O)c1cccc([N+](=O)[O-])c1	-4%	-0.7%	-28	3%	i	-11%	5%	-21%	-12%
CCCCCOC(=O)C1=C(C)Nc2nnnn2C1c1ccc(OC)c(OC)c1OC (stereo not given)	2%	-0.8%	3	8%	i	-12%	-4%	-31%	?
CC(C)n1nnnc1SCC(=O)Nc1ccc2c(c1)OCO2	?	3.1%	-20	0%	?	4%	24%	0%	-9%
Cc1ccc(-n2c([S-])c(C(=O)Nc3ccc(OC(F)F)cc3)[n+]3ccc(C(=O)NCCO)cc23)cc1C	-2%	2.3%	39	9%	i	-11%	-3%[11.3 µM]	1%	-5%
CC(C)c1ccc(CN2CCSCC2)cc1	-3%	-0.9%	0	0%	i	3%	-8%	-2%	20%
CCc1ccccc1OCC(=O)OCC(=O)N1CC(=O)Nc2ccccc21	10%	-0.3%	-3	0%	i	10%	/	1%	-20%
N#Cc1ccccc1N=Cc1ccc(Br)cc1	7%	0.3%	6	-3%	i	-1%	2%	2%	4%
Nc1nnc(-c2ccc(Cl)cc2)o1	0%	-0.2%	-7	-1%	i	0%	4%	0%	9%
Cc1cccc(-n2c(CNC(=O)c3cccc(F)c3)nnc2SCC(=O)Nc2ccccc2F)c1	-6%	0.4%	/	/	i	-7%	3%	-46%	-6%
CCN1C(=O)[C@H]2[C@H]3CN=C(SCC(=O)c4ccccc4)N3[C@@](CC)(C(=O)OC)[C@H]2C1=O	?	15%	-19	1%	i	5%	-3%	-22%	-9%
CCOc1ccc2oc(C(=O)N(CC)CC(=O)Nc3ccc(NC(C)=O)cc3)c(C)c2c1	?	2.2%	-13	6%	i	-7%	18%	13%	-7%
COc1cc(NC(=S)NC(C)(C)C)c(OC)cc1Cl	5%	3.3%	49	?	?	3%	-12%	-38%	?
Cc1ccc(S(=O)(=O)NC(=O)c2cc(C)n(-c3ccccc3)c2C)cc1	-4%	-1.0%	17	7%	i	-8%	/	-18%	2%
O=C(NC1CCCCC1)c1ccc(Br)o1	13%	-0.4%	4	?	i	-9%	14%	-5%	12%
COc1cc(N/N=C/c2ccc(N(C)C)cc2)ncn1	?	-0.5%	8	?	i	3%	/	-7%	-25%
CCCCOc1c(Br)cc(CNCCCN2CCOCC2)cc1OC	-2%	0.2%	-66*	13%	?	-6%	-29%	-17%	29%
CCN(CC(=O)Nc1c(F)cccc1F)C(=O)c1cnccn1	8%	0.0%	8	-1%	i	-8%	5%	-4%	-4%
CCCCNCCOCCOc1ccc(C)cc1[N+](=O)[O-]	12%	0.0%	-20	5%	i	/	-6%	-12%	-1%
CC(C)(C)NC(=O)CSc1nnc(-c2ccccc2)c(-c2ccccc2)n1	-13%	0.0%	-84*	-1%	?	1%	/	-30%	-23%
CCOC(=O)N1CCN(c2nc(-c3ccco3)cc(C(F)(F)F)n2)CC1	-28%	0.0%	18	11%	i	1%	-36%	4%	14%
O=C1NC[C@@H](Cc2cccc3ccccc23)N(CCCCC2CCCCC2)C1=O	5%	0.3%	10	?	i	0%	6%	-114%	?
CN(C)S(=O)(=O)c1ccc(C(=O)Nc2ccccc2OC(F)(F)C(F)F)cc1	-1%	0.4%	-2	0%	i	-7%	-5%	1%	-11%
N#Cc1ccc(C(=O)N2CCC3CC2c2cc(-c4ccc(F)cc4)ccc23)cc1 (stereo not given)	10%	9.3%	0	-16%	i	7%	-25%	-40%	?
CN(C)/C=N/c1ncc(C(=O)OC(C)(C)C)s1	-10%	0.0%	3	0%	i	-3%	33%	11%	-3%
COc1ccccc1C(=O)NCCC(=O)N1CCN(C(=O)c2ccco2)CC1	-6%	0.4%	19	0%	i	3%	0%	6%	-13%
CCCn1c(SCC(=O)c2ccc3c(c2)OCCO3)nc2c1c(=O)n(C)c(=O)n2C	3%	-1.0%	-2	?	i	7%	7%	2%	29%
COc1cc(CNC(C)c2ccccc2)cc(Br)c1OCc1ccc(F)cc1 (stereo not given)	1%	-0.4%[9.22 µM]	-94*	?	/	-6%	?	22µM*	?
O=C(CSc1nnc2ccccn12)NNC(=O)c1ccc(Cl)cc1	4%	-0.1%	-14	-21%	i	0%	1%	-4%	16%
Cc1ccc(NC(=O)CC(NCC2CCCO2)C(=O)O)cc1C (stereo not given)	-2%	0.3%	19	-22%	i	-6%	1%	5%	4%
COC(=O)Cc1[nH]n(-c2nc3ccccc3s2)c(=O)c1C(C)=Nc1ccc(Cl)cc1	9%	1.0%	0	-2%	i	0%	/	-9%	-12%
CCCCNC(=S)N/N=C/C1=CCC2CC1C2(C)C (stereo not given)	?	6.4%	15	?	i	-1%	2%	2%	11µM*
COc1ccc(Cc2nc3ccc(C(=O)N4CCOCC4)cc3o2)cc1	?	5.1%	i	2%	i	-2%	69%[activator]	-7%	-2%
O=C(Nc1nnc(-c2ccc3c(c2)CCCC3)o1)C1COc2ccccc2O1 (stereo not given)	-13%	3.2%	-7	-2%	i	-4%	-37%	-17%	-19%
COc1ccc(NC(=O)CN(C)C(C)C(=O)NC(=O)NC2CCCCC2)cc1 (stereo not given)	-19%	-0.2%	-10	15%	i	-3%	-7%	-7%	10%
CCC(C)NC(=O)Cn1cccc1C(=O)c1ccccc1 (stereo not given)	0%	0.3%	9	2%	i	3%	-15%	-32%	10%
Cc1cccc2c3c([nH]c12)CCN(C)C3	-2%	0.5%	-13	1%	i	1%	/	4%	13%

Exported bar-delimited: part of the list above
Molecule | Nrf2 inh | Nrf2 activator | IL1B secr inh | MCF10A rereplic | ATXN viability | A549 tox | ATXN2 expr inh | HepG2 viability | TGFb inhibitor
N#Cc1ccc(C(=O)N2CCC3CC2c2cc(-c4ccc(F)cc4)ccc23)cc1 (stereo not given) | 10% | 9.3% | 0 | -16% | i | 7% | -25% | -40% | ?
CN(C)/C=N/c1ncc(C(=O)OC(C)(C)C)s1 | -10% | 0.0% | 3 | 0% | i | -3% | 33% | 11% | -3%
COc1ccccc1C(=O)NCCC(=O)N1CCN(C(=O)c2ccco2)CC1 | -6% | 0.4% | 19 | 0% | i | 3% | 0% | 6% | -13%
CCCn1c(SCC(=O)c2ccc3c(c2)OCCO3)nc2c1c(=O)n(C)c(=O)n2C | 3% | -1.0% | -2 | ? | i | 7% | 7% | 2% | 29%
COc1cc(CNC(C)c2ccccc2)cc(Br)c1OCc1ccc(F)cc1 (stereo not given) | 1% | -0.4%[9.22 µM] | -94* | ? | / | -6% | ? | 22µM* | ?
O=C(CSc1nnc2ccccn12)NNC(=O)c1ccc(Cl)cc1 | 4% | -0.1% | -14 | -21% | i | 0% | 1% | -4% | 16%
Cc1ccc(NC(=O)CC(NCC2CCCO2)C(=O)O)cc1C (stereo not given) | -2% | 0.3% | 19 | -22% | i | -6% | 1% | 5% | 4%
COC(=O)Cc1[nH]n(-c2nc3ccccc3s2)c(=O)c1C(C)=Nc1ccc(Cl)cc1 | 9% | 1.0% | 0 | -2% | i | 0% | / | -9% | -12%
CCCCNC(=S)N/N=C/C1=CCC2CC1C2(C)C (stereo not given) | ? | 6.4% | 15 | ? | i | -1% | 2% | 2% | 11µM*
COc1ccc(Cc2nc3ccc(C(=O)N4CCOCC4)cc3o2)cc1 | ? | 5.1% | i | 2% | i | -2% | 69%[activator] | -7% | -2%
O=C(Nc1nnc(-c2ccc3c(c2)CCCC3)o1)C1COc2ccccc2O1 (stereo not given) | -13% | 3.2% | -7 | -2% | i | -4% | -37% | -17% | -19%
